Screening data (PubChem BioAssay)
ULK1 inh: blocks human autophagy kinase ULK1 | AlphaScreen Atg13 phosphorylation by ULK1, luminescence | O75385 | 30,000 tested, 1.9% active | inhibition, % at 5.96 µM; in the data active = inhibition above about 43%;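 note: 0% = median of compound wells and 100% = no enzyme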
ASK1 primary: inhibitors of human ASK1 kinase; AID 1159602; inhibition, % at 7.44 µM; Q99683; AlphaScreen MKK6 phosphorylation by ASK1, luminescence; 22,000 tested, 0.99% active; in the data active = inhibition above about 35%;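 note: 0% = median of compound wells and 100% = no enzyme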
Target sequence (Q99683 whole entry, looked up): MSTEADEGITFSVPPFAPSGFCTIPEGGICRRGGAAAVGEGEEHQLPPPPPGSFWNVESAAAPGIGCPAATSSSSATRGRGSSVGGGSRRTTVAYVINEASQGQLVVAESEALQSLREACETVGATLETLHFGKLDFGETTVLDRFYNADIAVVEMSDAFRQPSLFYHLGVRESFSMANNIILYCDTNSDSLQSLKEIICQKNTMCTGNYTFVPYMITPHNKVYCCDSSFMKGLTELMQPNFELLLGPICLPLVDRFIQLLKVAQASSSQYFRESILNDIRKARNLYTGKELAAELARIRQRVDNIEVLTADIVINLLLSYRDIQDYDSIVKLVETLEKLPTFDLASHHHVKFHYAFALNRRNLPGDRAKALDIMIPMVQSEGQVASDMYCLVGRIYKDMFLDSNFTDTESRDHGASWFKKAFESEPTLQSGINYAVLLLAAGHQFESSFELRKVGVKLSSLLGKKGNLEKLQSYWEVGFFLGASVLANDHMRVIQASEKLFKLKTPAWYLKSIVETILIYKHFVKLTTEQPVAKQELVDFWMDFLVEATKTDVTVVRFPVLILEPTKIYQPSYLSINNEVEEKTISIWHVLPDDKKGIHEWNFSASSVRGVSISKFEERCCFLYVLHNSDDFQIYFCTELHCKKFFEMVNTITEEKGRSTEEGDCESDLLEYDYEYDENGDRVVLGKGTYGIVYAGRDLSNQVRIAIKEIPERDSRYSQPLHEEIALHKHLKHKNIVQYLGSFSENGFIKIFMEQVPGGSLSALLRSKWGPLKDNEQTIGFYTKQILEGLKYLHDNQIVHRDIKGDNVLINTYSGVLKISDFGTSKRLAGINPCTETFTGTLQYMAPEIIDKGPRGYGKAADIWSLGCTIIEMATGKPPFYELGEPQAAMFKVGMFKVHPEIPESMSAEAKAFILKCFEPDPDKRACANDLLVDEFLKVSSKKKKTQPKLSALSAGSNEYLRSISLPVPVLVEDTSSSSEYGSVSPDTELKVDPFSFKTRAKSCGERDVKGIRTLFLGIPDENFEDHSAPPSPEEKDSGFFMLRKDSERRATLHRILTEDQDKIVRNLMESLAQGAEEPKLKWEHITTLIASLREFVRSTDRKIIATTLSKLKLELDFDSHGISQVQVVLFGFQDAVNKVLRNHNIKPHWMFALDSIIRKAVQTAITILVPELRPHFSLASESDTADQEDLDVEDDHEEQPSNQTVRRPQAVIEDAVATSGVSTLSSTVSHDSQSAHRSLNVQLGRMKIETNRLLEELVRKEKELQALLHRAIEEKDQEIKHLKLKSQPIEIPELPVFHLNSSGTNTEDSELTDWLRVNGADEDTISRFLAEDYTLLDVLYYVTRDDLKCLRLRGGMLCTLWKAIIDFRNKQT
* marks the source's active call; other numbers are inactive results; nt = no result given; & = joins results of further samples.

#	ULK1 inh	ASK1 primary	structure
1	3	-29	Nc1nc(NCCN2CCOCC2)cc(NCCN2CCOCC2)n1
2	6	-12	c1ccc(CNc2nc(NCCN3CCOCC3)nc3c2ncn3-c2ccccc2)cc1
3	-4	7	O=C(NCCc1ccc(O)cc1)c1cccc(Nc2nccc3ccccc23)c1
4	4	7	O=C(Nc1cncc(-c2ccncc2)c1)C1COc2ccccc2O1 (centres undefined)
5	-55	9	O=C1CCCN1CCCNc1nc(-c2csc3ccccc23)nc2c1ncn2-c1ccsc1
6	3	nt	O=c1ccn([C@@H]2O[C@H](CO)[C@@H](O)[C@H]2O)c(=O)[nH]1
7	19	5	O=C(Cc1cn(-c2ccc(Nc3nccc4ccccc34)nn2)c2ccccc12)NCCN1CCOCC1
8	5	-5	Cc1noc(C)c1-c1nc(NCc2nc3ccccc3[nH]2)c2ncn(-c3ccsc3)c2n1
9	1	nt	COc1ccc(CCC(=O)Nc2c(C)nc3c(C)cccn3c2=O)cc1
10	-24	14	Nc1cccc(-c2nc(Nc3ccc(Oc4ccccc4)cc3)c3[nH]cnc3n2)c1
11	-4	nt	Cc1cc(C)cc(NS(=O)(=O)c2ccc3c(c2)OCCCO3)c1
12	0	5	Cc1[nH]ncc1-c1ccc(NC(=O)C2COc3c(F)cccc3C2)c(SCCN2CCCC2)c1 (centres undefined)
13	59*	-41	CCCNc1nc(Nc2cc(OC)c(OC)c(OC)c2)nc2nc[nH]c12
14	-6	-10	Nc1ccnc(Nc2cnccn2)n1
15	-3	-21	CCCNc1ccnc(-c2c(C)nn(C)c2C)n1
16	7	nt	C=C(C)C(=O)Oc1cccc(N2C(=O)c3cccc([N+](=O)[O-])c3C2=O)c1
17	6	-20	O=C(NC1CC1)c1ccc(-c2ccc(C(=O)NCc3cccnc3)s2)cc1
18	-7	17	COc1cc2nc(Nc3ccnn3C)nc(N)c2cc1OC
19	-39	-10	CCCNc1nc(Nc2ccc(C(F)(F)F)cc2)nc2c1ncn2Cc1ccc(C(F)(F)F)cc1
20	6	-3	Clc1nccc(Nc2ccc3c(c2)OCO3)n1
21	-2	7	c1ccc2c(c1)CC(c1nc3ccc(-c4cn[nH]c4)cc3[nH]1)CO2 (centres undefined)
22	-1	7	CC(C)(C)OC(=O)N[C@H]1CCC[C@@H](NC(=O)c2cccc(-n3cc(NC(=O)Cc4ccccc4)cn3)c2)C1
23	-14	3	Cc1cc(-c2cccc3cnc(Nc4ccc(-n5cnc(C)n5)cc4)nc23)ccn1
24	2	-15	COc1ccc(-c2nccc(NCCCN3CCCC3=O)n2)cc1
25	-17	nt	Oc1ccc2c(c1)OCO2
26	-1	6	Cc1cc(NCCN2CCOCC2)nc(-c2ccc(C(=O)NC3CC3)cc2)n1
27	24	12	O=C(Nc1ccc2c(c1)OCO2)c1csc(NCc2ccc3c(c2)OCO3)n1
28	-37	5	O=C(Nc1ccc2cn[nH]c2c1)c1ccc(SCC(O)c2ccc(Br)cc2)cc1 (centres undefined)
29	2	nt	CNCC[C@H](Oc1cccc2ccccc12)c1cccs1
30	4	2	Nc1nc(N2CCN(c3ccccn3)CC2)nc2c1ncn2-c1ccsc1
31	-5	5	CCCNC(=O)c1ccc(-c2ccc(C(=O)N3CCN(C)CC3)cc2)s1
32	-6	18	OCCNc1nc(N2CCN(c3ccccn3)CC2)nc2c1ncn2-c1ccsc1
33	-13	nt	COc1ccc(OC)c(Cc2cnc3nc(N)nc(N)c3c2C)c1
34	-9	-12	CCCNc1ncnc2nc(Nc3ccccn3)[nH]c12
35	4	-6	O=C(NCCCN1CCCC1=O)C1CCN(c2ccc(NCc3ccc4c(c3)OCO4)nn2)CC1
36	0	-14	O=C1CCCN1CCn1cnc2c(NCCOc3ccccc3)nc(N3CCC(N4CCOCC4)CC3)nc21
37	8	nt	COc1ccc(C(=O)c2oc3ccc(NC(=O)c4ccccn4)cc3c2C)cc1
38	-2	3	O=C(NCCc1ccc(O)cc1)c1cc(N2CCC(N3CCOCC3)CC2)nc2ccccc12
39	2	nt	CCc1c(C)nc(-n2nc(C)cc2C)n(CC(=O)Nc2cc(C)cc(C)c2)c1=O
40	4	-12	c1ccc2[nH]c(CNc3nc(-c4ccc(N5CCOCC5)nc4)nc4c3ncn4-c3ccsc3)nc2c1
41	17	11	COc1cc(Nc2nc(N3CCOCC3)nc3c2ncn3-c2ccsc2)cc(OC)c1OC
42	1	nt	COc1cc(C2c3cc4c(cc3C(OC3OC5COC(c6cccs6)OC5C(O)C3O)C3COC(=O)C23)OCO4)cc(OC)c1O (centres undefined)
43	7	0	CC(C)CNC(=O)c1ccc2c(c1)CC(C(=O)Nc1ccc(-c3cn[nH]c3)cc1OCCN(C)C)CO2 (centres undefined)
44	5	nt	CCOC(=O)c1c(N)sc2c1CCN(CC)C2
45	70*	11	Fc1cc(-c2nc(Nc3cccc(CN4CCCC4)c3)ncc2F)cc(N2CCOCC2)c1
46	-2	-8	COc1ccc(Nc2nc(C)cc(NCC3CCCO3)n2)cc1 (centres undefined)
47	-17	2	COc1ccc(CCNc2nc(-c3cccc(C(C)=O)c3)nc3nc[nH]c23)cc1
48	3	8	Cc1ncn(-c2ccc(Nc3nccc(-c4cc(C#N)cc(NC5CCN(C)CC5)c4)n3)cc2)n1
49	0	-7	CCCNc1nc(-c2ccccc2)nc2nc[nH]c12
50	-14	-3	O=C(NCCOc1ccccc1)c1cc(N2CCOCC2)nc2ccccc12

Sorted by length of the SMILES (lowest first): 6 of the compounds above
#	ULK1 inh	ASK1 primary	structure
30	4	2	Nc1nc(N2CCN(c3ccccn3)CC2)nc2c1ncn2-c1ccsc1
31	-5	5	CCCNC(=O)c1ccc(-c2ccc(C(=O)N3CCN(C)CC3)cc2)s1
28	-37	5	O=C(Nc1ccc2cn[nH]c2c1)c1ccc(SCC(O)c2ccc(Br)cc2)cc1 (centres undefined)
45	70*	11	Fc1cc(-c2nc(Nc3cccc(CN4CCCC4)c3)ncc2F)cc(N2CCOCC2)c1
35	4	-6	O=C(NCCCN1CCCC1=O)C1CCN(c2ccc(NCc3ccc4c(c3)OCO4)nn2)CC1
36	0	-14	O=C1CCCN1CCn1cnc2c(NCCOc3ccccc3)nc(N3CCC(N4CCOCC4)CC3)nc21

(continued)
#	ULK1 inh	ASK1 primary	structure
51	2	6	N#Cc1cc(-c2ccnc(Nc3ccc(-c4nnc(C(F)(F)F)o4)cc3)n2)cc(N2CCOCC2)c1
52	2	nt	c1cc(-c2cc(NCCCn3ccnc3)nc(-c3ccncc3)n2)ccn1
53	6	-6	Cc1noc(C)c1-c1cc(Nc2ccccc2)ncn1
54	-2	13	CC(=O)c1cccc(-c2nc3c(NCCO)ncnc3n2C(C)C)c1
55	-5	nt	CCCCOC(=O)Cn1c(=O)c2c(nc(Br)n2Cc2ccccc2)n(C)c1=O
56	-17	-23	O=C(NCCN1CCOCC1)c1cc(Nc2ccc(C(F)(F)F)cc2)nc2ccccc12
57	-7	-27	O=C(NCCOc1ccccc1)c1csc(Nc2ccc(C(F)(F)F)cc2)n1
58	5	17	O=C(Cc1cn(-c2ccc(Cl)nn2)c2ccccc12)Nc1ccc2c(c1)OCO2
59	-4	-28	N[C@@H](Cc1ccccc1)C(=O)N1CCC(Nc2ccc3[nH]ncc3c2)CC1
60	-6	13	CCN(CC)C(=O)C1CCCN(c2nc(Nc3ccc(Oc4ccccc4)cc3)nc(N(CC)CC)n2)C1 (centres undefined)
61	5	-3	OCCNc1ncnc2nc(-c3ccc(N4CCOCC4)nc3)[nH]c12
62	-9	-3	NC(c1ccc(Cl)cc1)c1nc2ccc(-c3ccncc3)cc2[nH]1 (centres undefined)
63	-20	-19	COCCOc1cc(-c2cn[nH]c2)ccc1NC(=O)NCc1cccc(OC)c1
64	-6	nt	COc1ccccc1C(=O)NNC(=O)C(=O)Nc1ccc(C)cc1
65	-2	7	O=C(Nc1nc(-c2ccncc2)cs1)C1COc2ccccc2O1 (centres undefined)
66	0	9	Oc1ccc(CCNc2cc(Nc3ccc4ncccc4c3)ncn2)cc1
67	-8	3	COc1cc(NC(=O)c2cnc(-c3cccc(N)c3)s2)cc(OC)c1OC
68	24	22	Cc1cc(Nc2ccc(OCCN3CCCCC3)cc2)nc(-c2ccc(N(C)C)cc2)n1
69	1	-7	O=C(Nc1cc(-c2ccncc2)c[nH]c1=O)C1COc2ccccc2O1 (centres undefined)
70	-21	nt	COc1cn(CC(=O)Nc2ccc(F)cc2)c(CN2CCN(C(C)=O)CC2)cc1=O
71	-4	-17	CC(C)n1c(-c2ccc(N3CCOCC3)nc2)nc2c(NCc3ccccc3)ncnc21
72	-9	3	COc1cccc(CN(C)C(=O)c2cc3ccc(-c4cn[nH]c4)nc3[nH]2)c1
73	-2	5	FC(F)(F)c1nc2ccc(-c3ccncc3)cc2[nH]1
74	-4	nt	C[C@]12C=CC(=O)C=C1CC[C@@H]1[C@@H]2C(=O)C[C@@]2(C)[C@H]1CC[C@]2(O)C(=O)CO
75	10	0	O=C(NCc1cccnc1)c1ccc2nc(NCc3cccnc3)sc2c1
76	13	nt	Fc1ccc(-c2cnc(NC3CC3)nc2)cc1
77	26	-1	CS(=O)(=O)Nc1cccc(-c2ccnc(Nc3cccc(S(N)(=O)=O)c3)n2)c1
78	-17	nt	Fc1ccc(-c2cc(NCCCN3CCOCC3)nc(-c3cccnc3)n2)cc1
79	-7	-14	O=C(N[C@@H]1CCN(C(=O)c2cnccc2Nc2ccc(Cl)c(F)c2)C1)c1ccccn1
80	-3	1	Clc1nc(Nc2ccccc2)c2[nH]cnc2n1
81	40	19	COc1cc(Nc2ccnc(-c3cccc(C(C)=O)c3)n2)cc(OC)c1OC
82	-8	-13	O=C(NCc1cccc(C(F)(F)F)c1)c1cc(N2CCC(N3CCOCC3)CC2)nc2ccccc12
83	-21	1	O=C1CCCN1CCCNc1nc(Nc2ccc(-n3ccnc3)cc2)nc2c1ncn2Cc1ccc(C(F)(F)F)cc1
84	-8	2	Cc1cc(NCCN(C(C)C)C(C)C)nc(Cl)n1
85	-7	nt	CCOc1ccc(N2C(=O)CC(S/C(N)=N/N=C/c3ccccc3[N+](=O)[O-])C2=O)cc1 (centres undefined)
86	-3	8	c1ccc(CN2CCC(Nc3nc(NCCN4CCOCC4)nc4c3ncn4-c3ccccc3)CC2)cc1
87	2	nt	Fc1ccc(C(c2ccc(F)cc2)N2CCN(C/C=C/c3ccccc3)CC2)cc1
88	0	23	Cc1cc(NCc2cccnc2)nc(N2CCC(N3CCOCC3)CC2)n1
89	-16	nt	CCCCCCCCCCCCCCCCCCCCCCO
90	-5	nt	Cc1nc(NCCCO)cc(-c2ccc(F)cc2)n1
91	-2	14	COc1cc2nc(-c3ccc(N(C)C)cc3)nc(Nc3ccc(OCCN4CCCCC4)cc3)c2cc1OC
92	8	nt	Cc1nc(-c2cccc(C(F)(F)F)c2)cc(N2CCC3(CC2)OCCO3)n1
93	-13	nt	Nc1c(CC(=O)O)cccc1C(=O)c1ccc(Br)cc1
94	-8	12	CC(=O)Nc1ccc(Nc2ncnc3nc(N4CCOCC4)[nH]c23)cc1
95	-2	-12	O=C(NCc1ccccc1)c1cncc(-c2ccc(C(=O)NC3CC3)cc2)c1
96	19	-18	CCCNc1nc(Nc2ncccn2)nc2c1ncn2CCN1CCCC1=O
97	-23	1	CC(=O)Nc1ccc(Nc2nc(-c3csc4ccccc34)nc3nc[nH]c23)cc1
98	-10	-14	COc1cc2nc(N3CCc4ccccc4C3)nc(NCc3ccccc3)c2cc1OC
99	11	nt	Cc1[nH]c(=O)[nH]c(=O)c1CSCC(=O)O
100	8	nt	CC(=O)Nc1ccc2c(=O)cc(-c3ccccc3F)oc2c1

Structures listed so far shown as hits in ULK1 inh.
#	ULK1 inh	ASK1 primary	structure
13	59*	-41	CCCNc1nc(Nc2cc(OC)c(OC)c(OC)c2)nc2nc[nH]c12
45	70*	11	Fc1cc(-c2nc(Nc3cccc(CN4CCCC4)c3)ncc2F)cc(N2CCOCC2)c1

One compound at a time, from the list above. Screens in order: ULK1 inh | ASK1 primary
Profile of COCCOc1cc(-c2cn[nH]c2)ccc1NC(=O)NCc1cccc(OC)c1 = -20 | -19
Profile of Nc1cccc(-c2nc(Nc3ccc(Oc4ccccc4)cc3)c3[nH]cnc3n2)c1 = -24 | 14
Profile of Oc1ccc2c(c1)OCO2 = -17 | nt

Later entries.
#	ULK1 inh	ASK1 primary	structure
101	-5	-22	COc1ccc(-c2cccc(C(=O)NCCCN3CCCC3=O)n2)cc1
102	4	4	CCNc1cc(C(=O)Nc2cc(OC)c(OC)c(OC)c2)c2ccccc2n1
103	1	12	O=C(Nc1ccc2[nH]ncc2c1)c1ccc(N2CCOCC2)nc1
104	-10	nt	Cn1c(=O)[nH]c(=O)c2c1nc(SCC(N)=O)n2CCCc1ccccc1
105	2	-12	CCN(CC)c1nc(NCCN(C(C)C)C(C)C)nc(Nc2cc(OC)c(OC)c(OC)c2)n1
106	7&-12	nt	CCN(CC)C(=O)CSc1ccc(Cl)nn1
107	10	8	CC(=O)c1cccc(-c2nc(Nc3ccc(N4CCOCC4)cc3)c3ncn(CCN4CCCC4=O)c3n2)c1
108	2	nt	OCCOCCN1CCN(C2=Nc3ccccc3Sc3ccccc32)CC1
109	11	7	CCN(CC)c1nc(Nc2ccc(N3CCOCC3)cc2)nc(Nc2ccc(N3CCOCC3)cc2)n1
110	-3	31	O=C(Cc1cn(-c2ccc(N3CCN(Cc4ccc5c(c4)OCO5)CC3)nn2)c2ccccc12)NC1CCN(Cc2ccccc2)CC1
111	5	nt	c1cnc(N2CCN(Cc3ccc4c(c3)OCO4)CC2)nc1
112	12	nt	CCCCc1nc(Cl)c(CO)n1Cc1ccc(-c2ccccc2-c2nnn[nH]2)cc1
113	7	nt	CC(C)O
114	-11	15	O=C(NCCc1ccc(O)cc1)c1csc(-c2ccc(N3CCOCC3)nc2)n1
115	1	nt	CCOc1ccc2[nH]c3nc(SCC(=O)N4CCCCC4)nnc3c2c1
116	-21	-8	O=C(NCCO)c1cccc(-c2cccs2)c1
117	-4	-1	CCCNC(=O)c1cnc(NCCN2CCOCC2)s1
118	-12	-8	Nc1nc(NCCOc2ccccc2)cc(N2CCc3ccccc3C2)n1
119	5	nt	CCNC(=O)N1CCC(c2c[nH]c3ccccc23)CC1
120	-2	nt	Cc1nc(NCCCO)cc(-c2cncc(-c3ccc(F)cc3)c2)n1
121	18	0	CCCNC(=O)c1csc(Nc2ccncc2)n1
